Source: PubChem BioAssay
OX1R antag-1 = antagonists of human orexin 1 receptor. O43613. CHO/OX1R cells, Fluo-8 calcium fluorescence, orexin A. inhibition, % at 5 µM. hit rate 0.43% among 330,000. AID 434989;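 active = inhibition above its plate's threshold, mean inhibition of all tested compounds on the plate plus 3 SD, cut at about 37% in these data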;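 also: 0% = orexin A challenge wells and 100% = SB-334867-A antagonist wells; not every result past the cut was called active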
Target sequence (O43613 whole entry, looked up): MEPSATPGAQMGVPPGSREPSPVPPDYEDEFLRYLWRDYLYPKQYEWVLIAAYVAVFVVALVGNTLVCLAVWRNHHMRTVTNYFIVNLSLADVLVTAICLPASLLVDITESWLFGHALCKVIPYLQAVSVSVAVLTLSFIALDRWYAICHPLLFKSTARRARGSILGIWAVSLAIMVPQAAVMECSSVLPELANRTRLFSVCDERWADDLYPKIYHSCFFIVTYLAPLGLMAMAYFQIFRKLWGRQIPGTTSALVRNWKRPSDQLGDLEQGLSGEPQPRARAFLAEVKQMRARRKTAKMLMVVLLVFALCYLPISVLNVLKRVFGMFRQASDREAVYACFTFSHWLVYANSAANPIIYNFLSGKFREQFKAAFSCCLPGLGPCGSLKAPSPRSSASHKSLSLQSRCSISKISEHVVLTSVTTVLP
OX1R antag-2 = blocks the human orexin 1 receptor. hit rate 1.8% among 330,000. O43613. AID 485270. OX1R-expressing cells, FRET antagonist read-out. inhibition, % at 6.6 µM; in the data active = inhibition mostly above about 38%, no sharp cut-off; inactive = mostly below about 40%;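 also: 0% = agonist challenge alone and 100% = reference antagonist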
Numbers without * were called inactive; & = joins results of further samples.

smiles | OX1R antag-2 | OX1R antag-1
COc1nonc1NC(=O)CSc1nc2ccccc2[nH]1 | 22 | -10
CCC(C)(C)NC(=O)C(c1cccn1C)N(C(=O)Cn1nnc2ccccc21)c1ccc(NC(C)=O)cc1 (centres undefined) | 9 | -36
Cc1ccc(NC(=S)N/N=C2/CCCCc3ccccc32)cc1 | 15 | -22
Cc1onc(-c2ccccc2)c1C(=O)Nc1cccc2nsnc12 | 8 | -34
COc1ccc(NC(=O)N(C)C[C@H]2Oc3c(NS(=O)(=O)c4cccs4)cccc3C(=O)N([C@@H](C)CO)C[C@@H]2C)cc1 | 12 | -12
Fc1cccc(-c2cc3nc(-c4ccccc4)cc(N4CCC5(CC4)OCCO5)n3n2)c1 | 72* | 46*
C(/C=C/c1ccccn1)=C\c1ccccc1 | 11 | -23
O=C(c1ccccc1)c1ccccc1N/C=C/c1nnnn1-c1ccccc1 | 42 | -7
O=C(Nc1nc2ccccc2s1)C1CC(=O)N(c2ccc(Cl)cc2)C1 (centres undefined) | 15 | -16
N#C/C(C(=O)Nc1ccc(Cl)cc1)=C(/S)Nc1ccccc1 | 23 | 19
Cc1n[nH]c(C)c1S(=O)(=O)N1CCCC(C(=O)NCc2cccs2)C1 (centres undefined) | 3 | 5
C=CCOC(=O)C1=C[C@@H](c2ccc(Br)cc2)C[C@@H](OCCCCO)O1 | 18 | 4
c1ccc(Cn2nnnc2CN2CCOCC2)cc1 | 3 | -10
CCOC(=O)c1c(C)[nH]c(C)c1C(=O)CSc1nc2ccccc2[nH]1 | 36 | -10
Cc1ccc(NC(=O)CN2C(=O)S/C(=C\c3cccn3C)C2=O)cc1 | 2 | -13

smiles | OX1R antag-2 | OX1R antag-1
CCCCCCCN1CCN=C1Nc1ccccc1 | 34 | 2
O=[N+]([O-])c1ccc2ncnc(Nc3ccc4c(c3)OCCO4)c2c1 | 41 | -41
CC(=O)N1N=C(c2c(-c3ccccc3)c3cc(Br)ccc3[nH]c2=O)CC1c1ccco1 (centres undefined) | 11 | -41
CCOC(=O)c1sc2nc(CSc3ccccc3)nc(NCCN(C)C)c2c1C | 9 | -25
Cc1ccc(SCC(=O)O/N=C(\N)c2ccncc2)cc1 | 28 | -3
COc1c(/C=N/Nc2nc(N3CCCCC3)nc(N3CCCCC3)n2)cccc1[N+](=O)[O-] | -2 | -27
CC(=O)Nc1ncc(Cc2cccc(Cl)c2Cl)s1 | 16 | -10
O=C(Nc1ccc(N2CCOCC2)c(F)c1)c1ccncc1 | 22 | -6
Cc1ccc(C)c(-n2ccnc2SCC(=O)O)c1 | 5 | -3
COc1ccnc2c1c(=O)n(Cc1ccc(Cl)cc1)c(=O)n2C | 4 | -42
CC(=O)c1c(C)[nH]c(C(=O)OCC(=O)c2c(N)n(C)c(=O)n(C)c2=O)c1C | 12 | -9
CC(Oc1ccccc1F)C(=O)NNC(=O)CCNC(=O)c1ccccc1Cl (centres undefined) | 28 | -6
Cc1cccc(NC(=S)NCCc2ccc(Cl)cc2)c1C | -2 | -26
Cc1ccc(S(=O)(=O)N/N=C/c2c(F)cccc2Cl)cc1 | -2 | 5
CC(=O)N(C)c1ccc(N2CCOCC2)c2c1C(=O)c1ccccc1C2=O | 37 | -13

smiles | OX1R antag-2 | OX1R antag-1
CC(C)(C(N)=O)c1ccccc1 | 9 | -12
CCOc1ccc(OCCn2nnc3ccccc3c2=O)cc1 | 50 | -21
CC(C)(C)NC(=O)NC(=O)CSc1nnc(-c2ccccc2F)n1N | -11 | 10
O=C(O)CCn1c(=O)[nH]c(=O)n(CCC(=O)O)c1=O | 10 | -16
Cc1ccc(CN(C(=O)Cn2nnc3ccccc32)C(C(=O)NCc2ccco2)c2ccc(C)o2)cc1 (centres undefined) | 22 | -8
COc1ccc(CN2CCC(N(CCc3ccccc3)Cc3ccccc3)CC2)c(OC)c1 | 3 | -22
CCc1cccc(C)c1NC(=O)C1CC=CCC1C(=O)O (centres undefined) | 13 | -6
Cc1ccccc1-n1cc(CNC(=O)CC2C(=O)NCCN2C/C=C/c2ccccc2)cn1 (centres undefined) | 29 | -35
O=C(Nc1cc(C(F)(F)F)ccc1Cl)C(Sc1cccc[n+]1[O-])c1ccccc1 (centres undefined) | 6 | -24
CC1CCCCC1NC(=O)Cn1ncc2ccccc21 (centres undefined) | 13 | -15
CC1(C)O[C@@H]2[C@H](O1)[C@@H](CO)O[C@H]2n1cnc2c(=O)[nH]cnc21 | 5 | -4
CC(=O)N=c1c(C#N)cc2c(=O)n3cccc(C)c3nc2n1CCCOC(C)C | 11 | 9
CCOC(=O)C1Oc2ccccc2C(c2ccc(C)cc2)=C1C(=O)OC (centres undefined) | 16 | -18
CCCNC(=O)c1ccc(N2CCC3(CC2)CC(c2cccc(Br)c2)=NO3)c(NC(=O)c2cccc(OC)c2)c1 | 18 | -42
Cc1ccc(C)c(N2CCN(C(=O)C3CCN(c4nnc(N5CCCC5=O)s4)CC3)CC2)c1 | 5 | -29

Profiles as entered above. Screens in order: OX1R antag-2	OX1R antag-1
Cc1ccccc1-n1cc(CNC(=O)CC2C(=O)NCCN2C/C=C/c2ccccc2)cn1 (centres undefined) across the screens: 29	-35
O=C(Nc1cc(C(F)(F)F)ccc1Cl)C(Sc1cccc[n+]1[O-])c1ccccc1 (centres undefined) across the screens: 6	-24
Cc1ccc(CN(C(=O)Cn2nnc3ccccc32)C(C(=O)NCc2ccco2)c2ccc(C)o2)cc1 (centres undefined) across the screens: 22	-8
COc1ccc(CN2CCC(N(CCc3ccccc3)Cc3ccccc3)CC2)c(OC)c1 across the screens: 3	-22
CCCNC(=O)c1ccc(N2CCC3(CC2)CC(c2cccc(Br)c2)=NO3)c(NC(=O)c2cccc(OC)c2)c1 across the screens: 18	-42

Remaining list, next part
smiles | OX1R antag-2 | OX1R antag-1
CCN(CC)S(=O)(=O)c1ccc2oc(C(=O)O)c(C)c2c1 | 12 | 8
CCn1c(/C=C/c2cc[n+](C)cc2)nc2ccccc21 | 78* | 11
COCCNC(=O)C(c1ccc(C)cc1)N(C(=O)CCC(=O)Nc1ccccn1)c1ccc(C)cc1 (centres undefined) | 15 | -31
O=C(Nc1nccs1)c1cccc(S(=O)(=O)N2CCOCC2)c1 | 6 | -14
COCCCNC(=O)c1c[nH]c2ccc(S(=O)(=O)N3CCc4ccccc43)cc2c1=O | 10 | -23
COc1ccc(C)cc1Nc1n[n+](-c2ccccc2)c(-c2ccc(SC)cc2)s1 | 24 | -13
CC(=O)Oc1ccc2c(c1)OC(c1ccccc1)CC21CC(C)(C)NC(=O)N1 (centres undefined) | 6 | -20
c1csc(C2Nc3cccc4cccc(c34)N2)c1 | 26 | -14
COCCn1c(SC(C)C(=O)NCC2CCCO2)nc2scc(-c3ccc(F)cc3)c2c1=O (centres undefined) | 16 | -28
Cc1cc(N)n(-c2ccc(C)c(C)c2)n1 | 3 | -35
Cc1ccc(N2C(=O)CCC2(C#N)c2ccccc2)cc1 (centres undefined) | 2 | -17
CCCCn1c(N)c(N(CC(C)C)C(=O)CSCC(=O)Nc2ccc(C)cc2)c(=O)[nH]c1=O | 4 | -5
COc1ccccc1NCCC(=O)OCC(=O)Nc1cc([N+](=O)[O-])ccc1F | 15 | -8
COc1ccc(Br)cc1/C=N/NC(=O)c1cc(Br)ccc1O | 17 | -19
Cn1c(=O)c(Oc2ccc(Cl)cc2)c(O)c2ccccc21 | 2 | -10

smiles | OX1R antag-2 | OX1R antag-1
COC(=O)c1c(C)[nH]c(C)c1C(=O)c1ccccc1Cc1ccccc1 | 47* | -10
O=C(Nc1ccc(OC(F)(F)C(F)F)c(NC(=O)c2cccc(F)c2)c1)c1cccc(F)c1 | 35 | 2
CCOC(=O)N1CCC(NS(=O)(=O)c2ccc3c(c2)C(C)(C)C(=O)N3C)CC1 | 19 | -19
Cn1c(Cn2c(=O)sc3ccccc32)nnc1SCC(=O)NCc1ccccc1Cl | 5 | -21
CCOC(=O)c1[nH]c2ccc(OC)cc2c1NC(=S)N1CCN(c2ccccn2)CC1 | 15 | -32
COc1cc([C@@H]2OC[C@@H]3[C@H]2CO[C@@H]3c2ccc3c(c2)OCO3)ccc1O | 5 | 6
CN(C)C(CNC(=O)CCNC(=O)c1ccc(Cl)cc1)c1ccco1 (centres undefined) | 5 | -21
CC(Sc1nnc(-c2ccncc2)n1-c1ccc(F)cc1)C(=O)NC1CC1 (centres undefined) | -2 | -20
Nc1nc(Cl)cc(Sc2ccc3ccccc3c2)n1 | 19 | -44
O=C(O)C1(c2cccc(Cl)c2)CCC1 | 12 | 11
CC(C)n1c(O)c(N=Nc2ccc(Cl)nn2)c2ccccc21 | 0 | -12
O=C(NCC(=O)N1CCCCCCC1)c1cccc([N+](=O)[O-])c1 | 19 | -17
CN(C(=O)Cc1c(C(=O)O)n(C)c2ccccc12)c1ccc(Cl)cc1 | 0 | -13
O=C(Nc1ccc(S(=O)(=O)NC2=NCCCCC2)cc1)c1ccc(Cl)c([N+](=O)[O-])c1 | 11 | -22
COc1ccc(C(=O)Nc2ccccc2C(=O)NCc2ccco2)cc1 | 2 | -27

smiles | OX1R antag-2 | OX1R antag-1
C[C@]12c3[nH]c4cc(-c5ccco5)ccc4c3CCN1C(=O)[C@@H](CC(=O)NCc1ccco1)C[C@@H]2C(=O)N1CCCCC1 | 17 | 9
O=C(COC(=O)c1ccccn1)Nc1ccccc1Cl | 25 | -19
O=C(Nc1ccc(NC(=O)c2ccc3c(c2)OCO3)cc1)c1cccc(Cl)c1 | -1 | -13
COc1ccc(NC(=O)c2ccc(COc3ccc(C)cc3)o2)cc1 | 10 | -23
CCOC(=O)c1c(NC(=S)Nc2ccccc2)sc2c1CCN(C)C2 | 32 | -15
COC(=O)c1ccccc1NC(=O)CN(C1CCCCC1)S(C)(=O)=O | 16 | -18
CCOc1ccccc1N1Cc2ccccc2C1 | 56 | -1
CC[C@]12c3[nH]c4ccc(Cl)cc4c3CCN1C(=O)[C@@H](CC(=O)NCCCN(C)C)C[C@@H]2C(=O)N1CCN(C(=O)c2ccco2)CC1 | 1 | 5
CC(C)Cn1c(-c2ccc(Br)cc2)c[nH]c1=S | 18 | -14
O=C(Nc1ccc2ccccc2c1)/C(=C\c1ccc2c(c1)OCO2)NC(=O)c1ccco1 | 25 | -15
Cc1ccc(NC(=O)CN2C(=O)C3CCCCN3C(=O)c3ccccc32)cc1 (centres undefined) | 3 | -22
CCOC(=O)c1c(NC(=O)C2C3C=CC(CC3)C2C(=O)O)sc(C)c1CC (centres undefined) | 13 | -31
CC(=O)c1ccc(NC(=O)C2CCN(S(=O)(=O)c3cccc4cccnc34)CC2)cc1 | 6 | -14
O=C1c2ccccc2S(=O)(=O)N1CC(O)COc1ccc(Br)cc1 (centres undefined) | 19 | -20
c1cncc(CSc2nnc3ccc(-c4ccncc4)nn23)c1 | 39* | -8

smiles | OX1R antag-2 | OX1R antag-1
COc1ccc(N(CC(=O)NCCc2ccccc2)C(=O)CCC(=O)Nc2ccccn2)cc1 | 16 | -18
[N-]=[N+]=NC[C@H](Cc1ccccc1)N1CCN(Cc2ccccc2)CCC1=O | 21 | -18
Cc1ccc(SCc2nc3ncccn3c2Br)cc1 | 15 | -13
O=S(=O)(c1cccc(NC(=S)N2CCN(c3ccc(F)cc3)CC2)c1)C(F)F | 12 | -5
O=C(O)c1ccccc1C(=O)Nc1ccc(S(=O)(=O)Nc2nccs2)cc1 | 13 | 0
O=C(N/N=C/c1ccc(O)cc1)/C(=C/c1ccccc1)CCO | 41 | -4
FC(F)(F)c1cccc(NC(=S)NNC(=S)NCc2ccccc2)c1 | 39 | -8
CCC(Oc1ccccc1)C(=O)N1CC(C)CC(C)C1 (centres undefined) | 7 | -13
CCCn1c(=O)c(C(=O)N/N=C/c2ccc(F)cc2)c(O)c2ccccc21 | 11 | -16
COC(=O)c1nn(-c2ccccc2)c(Cl)c1/C=N/OCc1ccc(Cl)cc1Cl | 6 | -11
COc1cc(/C=C2/SC(=S)N(CCC(=O)Nc3ccc(C(=O)O)cc3)C2=O)cc(OC)c1OC | -1 | -5
CCOCCCNC(=O)c1ccc(N2CC3CC(C2)c2cccc(=O)n2C3)c(NC(=O)Nc2cccc(OC)c2)c1 (centres undefined) | 12 | -20
O=C(NCCN1C(=O)S/C(=C\c2ccccc2Cl)C1=O)C1=COCCO1 | 21 | -7
COC(C(=O)Nc1ccc(Cl)cc1C)c1ccccc1 (centres undefined) | 17 | -8
Cc1ccccc1C(=O)OC1CCN(C)CC1 | 15 | -2

smiles | OX1R antag-2 | OX1R antag-1
CCCC(=O)C1=C(O)C(C(=O)OC)C(C)(C)CC1=Nc1ccc(N)cc1 (centres undefined) | 3 | -25
O=C(c1cc2ccccc2o1)n1nnc2ccccc21 | 15 | -8
CCC(C)c1ccc(NC(=S)NCc2cccs2)cc1 (centres undefined) | 11 | 5
CS(=O)(=O)N(CC(=O)NCCSCc1c(F)cccc1Cl)c1cccc([N+](=O)[O-])c1 | 8 | -17
O=C(Cc1ccccc1)N/N=C/c1ccc(Cl)cc1Cl | 12 | -25
Nc1cc(=O)[nH]c(SCC(=O)Nc2ccc(N3CCOCC3)cc2)n1 | -1 | -1
CCOC(=O)c1c(NC(=O)CSc2ncnc3ccccc23)sc(C)c1C | 6 | -23
Cc1ccc(OCc2nnc(SCC(=O)c3ccccc3)n2Cc2ccco2)cc1 | 12 | 13
Cc1cccc(CCNS(=O)(=O)c2cc3c(cc2C)NC(=O)CO3)c1 | 14 | -19
CCN(C[C@H]1N[C@@](C)(C(=O)OC)[C@H]2C(=O)N(Cc3ccccc3)C(=O)[C@@H]12)C(=O)Nc1ccc(OC)cc1 | 6 | -29
CCOCCCN1CC(C(=O)NCCc2ccc(C)cc2)CC1=O (centres undefined) | 15 | -13
CCN(CC)CCNC(=O)COc1ccc(OC)cc1 | 8&12 | -2&16

Not a hit list; about 2.1% have a hit in one of these screens.
